Cdc25B inh: inhibitors of human Cdc25B phosphatase | recombinant Cdc25B, OMFP fluorescence Ex485/Em525 | inhibition, %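 (compounds tested at 10 µM final in the well)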 | 65,000 compounds, 0.1% hits; in the data active means inhibition above about 50%
MKP-1 inh: blocks human MKP-1 phosphatase activity; AID 374; inhibition, %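 (compounds tested at a single concentration somewhere between 10 and 100 µM)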; recombinant MKP-1, OMFP hydrolysis fluorescence; 65,000 compounds, 0.15% hits;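 active means inhibition above about 50%, limit read from the data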;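 further: 0% = DMSO max control wells and 100% = wells with enzyme stopped by NaOH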
CatG inh: inhibitors of human cathepsin G. P08311. purified enzyme, AMC-tetrapeptide fluorescence, pooled mixtures. inhibition, % at 5 µM (by protocol). 62,000 compounds, 0.2% hits. AID 581;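 active means inhibition above 20% in each of the two mixture wells holding the compound; inactive means inhibition of 20% or less in either well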;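 further: 0% = enzyme control without mixture and 100% = blank lacking enzyme; strong numbers were not always called active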
Target sequence (P08311 21-244 limits assumed): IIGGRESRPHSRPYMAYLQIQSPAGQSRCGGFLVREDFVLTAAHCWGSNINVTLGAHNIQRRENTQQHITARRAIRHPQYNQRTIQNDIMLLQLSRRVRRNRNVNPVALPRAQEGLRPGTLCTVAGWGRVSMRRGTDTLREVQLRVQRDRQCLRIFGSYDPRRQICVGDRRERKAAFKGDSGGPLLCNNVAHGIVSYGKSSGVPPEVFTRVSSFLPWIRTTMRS
FXIIa inh mix: inhibitors of human coagulation factor XIIa, pooled mixtures; inhibition, % at 5 µM; AID 684; 62,000 compounds, 0.2% hits; purified FXIIa, fluorogenic substrate;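 further: 0% = enzyme without compound and 100% = no enzyme blank; some results filed as inactive read as strong as hits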
HTR1A agonist: 5-HT1a (human) receptor agonism; P08908; CHO 5-HT1a Ga15 NFAT-bla reporter, FRET ratio; 0% basal, 100% maximal reference agonist; activation, % at 10 µM; 65,000 compounds, 0.56% hits; AID 567;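 active means activation above the screen-wide mean activation plus 3 SD, cut at about 19% in these data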;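 further: 0% = DMSO wells and 100% = 5-CT at EC100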
Target sequence (P08908 whole entry, looked up): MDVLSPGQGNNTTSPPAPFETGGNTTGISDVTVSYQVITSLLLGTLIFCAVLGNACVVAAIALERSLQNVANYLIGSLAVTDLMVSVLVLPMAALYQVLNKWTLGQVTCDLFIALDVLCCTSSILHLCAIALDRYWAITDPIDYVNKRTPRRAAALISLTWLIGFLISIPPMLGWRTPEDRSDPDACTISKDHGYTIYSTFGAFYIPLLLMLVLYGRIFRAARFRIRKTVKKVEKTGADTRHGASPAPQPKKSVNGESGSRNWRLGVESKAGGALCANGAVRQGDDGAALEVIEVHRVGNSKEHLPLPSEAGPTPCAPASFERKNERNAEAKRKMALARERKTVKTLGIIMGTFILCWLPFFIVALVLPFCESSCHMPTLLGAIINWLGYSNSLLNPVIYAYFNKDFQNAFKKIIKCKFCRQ
Hsp90 inh: displaces geldanamycin probe from tumor Hsp90. P07900. NCI-N417 lysate Hsp90, Cy3B-geldanamycin FP displacement. inhibition, % at 30 µM. 64,000 compounds, 0.35% hits;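 active means inhibition above 50%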;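 further: 0% = tracer plus lysate wells and 100% = tracer alone without lysate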
FXIa mix inh: factor XIa (human) inhibition, mixture screen. AID 680. inhibition, % at 5 µM. P03951. purified FXIa, fluorogenic substrate, pooled mixtures. 62,000 compounds, 0.19% hits;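 further: each value is inhibition by a whole ten-compound pool holding the compound; 0% = enzyme with no mixture and 100% = wells lacking enzyme; strong numbers were not always called active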
CatL inh: inhibitors of human cathepsin L. purified cathepsin L, fluorogenic substrate, fluorescence. inhibition, %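 (tested at 10 µM)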. 58,000 compounds, 0.17% hits; in the data active means inhibition above about 45%;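 further: 0% = enzyme with no compound and 100% = no enzyme blank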
C1s inh: human complement C1s inhibition; P09871; purified C1s, fluorogenic AMC substrate, pooled mixtures; mean inhibition % of two 10-compound mixtures (active compounds read high), % at 5 µM (by protocol); 62,000 compounds, 0.16% hits;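 active means inhibition above 20% in each of the two 10-compound mixture wells holding the compound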;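 further: 0% = enzyme wells lacking compound mixture and 100% = no-enzyme blank wells; some compounds called inactive have numbers as strong as hits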
* = called active by the depositor; / = not tested or not shown. Unless noted, no stated cut-off is given here; in the data, active means inhibition above about 20% (passing the limit was not always enough); inactive means the rest.

Sample of the layout, four compounds:
SMILES	Cdc25B inh	MKP-1 inh	CatG inh	FXIIa inh mix	HTR1A agonist	Hsp90 inh	FXIa mix inh	CatL inh	C1s inh
CCc1nc2c(cnn2-c2ccc(Cl)cc2)c(=O)n1-c1ccc(OC)cc1	6	4	-13	3	-0.7	0	-9	/	-57
CC(C)COC(=O)c1ccc(NC(=O)C2C3C=CC(C3)C2C(=O)O)cc1 (configuration not stated)	6	24	-12	5	-2.9	-4	1	29	-23
CCCS(=O)(=O)c1c(S(=O)(=O)CCC)c2ccccn2c1C(=O)OC	11	12	10	-5	/	/	9	-2	16
COc1ccc(CCNc2oc(COc3ccccc3F)nc2C#N)cc1	8	-3	-1	6	-3.4	-1	10	-3	-11

The whole of this part, repeating the preview:
SMILES	Cdc25B inh	MKP-1 inh	CatG inh	FXIIa inh mix	HTR1A agonist	Hsp90 inh	FXIa mix inh	CatL inh	C1s inh
CCc1nc2c(cnn2-c2ccc(Cl)cc2)c(=O)n1-c1ccc(OC)cc1	6	4	-13	3	-0.7	0	-9	/	-57
CC(C)COC(=O)c1ccc(NC(=O)C2C3C=CC(C3)C2C(=O)O)cc1 (configuration not stated)	6	24	-12	5	-2.9	-4	1	29	-23
CCCS(=O)(=O)c1c(S(=O)(=O)CCC)c2ccccn2c1C(=O)OC	11	12	10	-5	/	/	9	-2	16
COc1ccc(CCNc2oc(COc3ccccc3F)nc2C#N)cc1	8	-3	-1	6	-3.4	-1	10	-3	-11
CC1(C)Cc2ccccc2-c2nnc(SCC(=O)Nc3ccc4c(c3)OCO4)n21	-8	3	6	-15	2.4	-1	6	-3	13
NC(=O)CSCc1c(Cl)cccc1Cl	3	28	6	-16	-0.6	1	14	5	1
COC(=O)c1ccccc1NC(=O)c1cccc(NC(=O)c2ccc(Br)o2)c1C	-15	21	23	1	-1.1	-4	36	-2	4
COc1ccccc1C(=O)C(O)c1ccccc1OC (configuration not stated)	-3	19	-3	6	-1.2	/	5	/	-4
CCOC(=O)c1[nH]c2ccc(C)cc2c1N	-14	-20	/	/	-0.5	-7	/	-24	/
CCC(CC)C(=O)NCCc1cc2ccc(C)cc2[nH]c1=O	-28	-3	-6	-1	0.2	1	7	16	2
Cc1ccc(C)c(NC(=O)CSc2nnc(-c3ccccc3)o2)c1	-6	-3	14	-14	-3.8	-1	6	-4	16
Cc1c(C(=O)OCC(=O)c2c(N)n(CC(C)C)c(=O)n(C)c2=O)oc2ccccc12	-3	41	-8	4	-0.2	0	-1	4	-31
CCCCS(=O)(=O)c1sc2nc3c(cc2c1N)CCCC3	-1	-2	-6	6	-0.9	-3	-12	-3	-53
COC(=O)c1cc(Br)c(=O)n(-c2ccc(C(C)=O)cc2)c1	-3	-23	7	21*	-1.1	-13	1	5	-3
Cc1ccc2nc3c(cc(C(=O)NCC4CCCO4)c(=N)n3CCCOC(C)C)c(=O)n2c1 (configuration not stated)	4	-5	-19	3	8.1	-24	-16	-309	-168

One compound at a time, from the list above. Order of screens: Cdc25B inh, MKP-1 inh, CatG inh, FXIIa inh mix, HTR1A agonist, Hsp90 inh, FXIa mix inh, CatL inh, C1s inh
CCCS(=O)(=O)c1c(S(=O)(=O)CCC)c2ccccn2c1C(=O)OC is listed as 11, 12, 10, -5, /, /, 9, -2, 16
Cc1c(C(=O)OCC(=O)c2c(N)n(CC(C)C)c(=O)n(C)c2=O)oc2ccccc12 is listed as -3, 41, -8, 4, -0.2, 0, -1, 4, -31
COC(=O)c1cc(Br)c(=O)n(-c2ccc(C(C)=O)cc2)c1 is listed as -3, -23, 7, 21*, -1.1, -13, 1, 5, -3
COc1ccc(CCNc2oc(COc3ccccc3F)nc2C#N)cc1 is listed as 8, -3, -1, 6, -3.4, -1, 10, -3, -11
CC1(C)Cc2ccccc2-c2nnc(SCC(=O)Nc3ccc4c(c3)OCO4)n21 is listed as -8, 3, 6, -15, 2.4, -1, 6, -3, 13

Next section
SMILES	Cdc25B inh	MKP-1 inh	CatG inh	FXIIa inh mix	HTR1A agonist	Hsp90 inh	FXIa mix inh	CatL inh	C1s inh
CN(C)CCOC(=O)C1(c2ccccc2)CCOCC1	0	15	5	10	-1.9	-2	-3	20	-18
O=C(O)c1cnn(-c2ccccc2)c1-n1cccc1	-18	1	8	5	-1.4	1	9	/	12
CC(C)c1nnc(N2C(=O)c3oc4ccccc4c(=O)c3C2c2ccco2)s1 (configuration not stated)	10	30	/	/	2.1	-9	/	/	/
COc1ccc(-n2c(Cn3nnc4ccccc43)nnc2SCC(=O)O)cc1	-17	0	12	10	-0.3	-1	4	/	11
Cc1ccc(S(=O)(=O)NC(=O)Nc2cc(C)ccc2F)cc1	0	7	2	8	-4.0	-1	-7	6	-16
Cc1ccc(/C=N/n2nnnc2N)o1	3	-24	3	3	0.6	3	-3	-11	-14
O=C(c1cc2nc3c(c(C(F)(F)F)n2n1)CCc1ccccc1-3)N1CCN2CCCC2C1 (configuration not stated)	-12	-1	11	8	1.4	-4	1	14	15
CN1C(=O)N(c2ccccc2)C(Nc2nncs2)C1(C)C (configuration not stated)	1	-12	/	/	0.4	-2	/	-7	/
Cc1nc(-c2ccccc2)cc(N2CCCC2)n1	2	6	-6	8	1.4	-2	5	16	-11
CCOC(=O)c1cnc(-n2nc(C)cc2C)nc1N(CC)CC	4	-16	-6	-15	-1.2	5	4	18	-8
COc1ccc(NC(=O)c2ccco2)c(NC(=O)Cc2cccs2)c1	-8	2	-8	3	-0.3	-21	-17	2	-102
COc1ccc(N2CCN(C(=O)COc3ccccc3)CC2)cc1	-3	3	8	1	-0.9	-2	0	/	1
N#Cc1nc(COc2ccc(-c3ccccc3)cc2)oc1NCc1cccnc1	-7	20	12	12	0.9	0	1	-3	12
N#CC1=C(N)Oc2cc(O)ccc2C1c1ccccc1 (configuration not stated)	-2	14	4	4	2.5	0	3	1	-5

Four compounds picked at random from the list so far:
SMILES	Cdc25B inh	MKP-1 inh	CatG inh	FXIIa inh mix	HTR1A agonist	Hsp90 inh	FXIa mix inh	CatL inh	C1s inh
Cc1ccc(/C=N/n2nnnc2N)o1	3	-24	3	3	0.6	3	-3	-11	-14
COc1ccc(-n2c(Cn3nnc4ccccc43)nnc2SCC(=O)O)cc1	-17	0	12	10	-0.3	-1	4	/	11
CCC(CC)C(=O)NCCc1cc2ccc(C)cc2[nH]c1=O	-28	-3	-6	-1	0.2	1	7	16	2
CN(C)CCOC(=O)C1(c2ccccc2)CCOCC1	0	15	5	10	-1.9	-2	-3	20	-18

From PubChem BioAssay

Outcome played no part in choosing rows; any-hit rate near 1.6%.
